Bioassay records deposited in PubChem by several laboratories.
TWEAK Fn14 block: inhibitors of TWEAK-Fn14 signaling, primary screen, luciferase reporter cells, uHTS; TWEAK-stimulated Fn14 reporter cells, luciferase luminescence, 8 h; inhibition, % at 10 µM; hit rate 2% among 360,000; in the data active = inhibition above about 50%
CF NFkB inh: inhibitors of PAF-induced NF-kB signaling, primary screen, cell-based, GFP fluorescence, uHTS; inhibition, % at 5 µM; AID 588850, 2011; KKLEB NF-kB-GFP reporter, GFP fluorescence overnight; hit rate 0.86% among 360,000;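 active = at least 50% inhibition at 5 µM, scaled per plate between neutral and stimulator controls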;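 note: PAF is a Pseudomonas aeruginosa culture filtrate used as stimulus; plate controls were PAF-stimulated DMSO wells for no effect and unstimulated DMSO wells for full effect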
Shn3 inh set2: reduction of Shn3 3'UTR firefly luciferase signal, primary screen, Schnurri-3 inhibitor project, cell-based, Clone20 osteoblasts, set 2 | hit rate 0.52% among 360,000 | Clone20 osteoblast Shn3 3'UTR firefly luciferase, 24 h | inhibition, % at 12.5 µM;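 active = mean inhibition of at least 75% with every replicate also reaching 75%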;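 note: 0% = median of neutral control wells and 100% = pilot-screen positive control compound; some compounds past the cut are filed as inactive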
KKLEB tox: cytotoxicity in KKLEB CF airway cells, primary screen, cytotoxicity control for CF NF-kB inhibitor project, cell-based, uHTS, fluorescence assay plates; KKLEB CF airway cells viability, ATPlite luminescence, overnight; hits give low values; cells stimulated with P. aeruginosa culture filtrate; activity change (cytotoxicity), % at 5 µM; hit rate 0.36% among 360,000;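 active = corrected activity change at or below -50% at 5 µM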
NR2E3 ag-1: NR2E3 agonists in two-hybrid cells, primary screen, cell-based, luminescence, CHO-S, Gal4-NCOR/VP16-NR2E3 | hit rate 0.35% among 360,000 | Photoreceptor-specific nuclear receptor (Homo sapiens), Q9Y5X4 | inhibition of corepressor binding, % at 3.98 µM | luciferase | AID 602229, 2012;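 active = inhibition above the mean of all tested compounds plus 3 SD, cut at about 70% in these data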;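 note: 0% = DMSO with NR2E3 transfected cells and 100% = cells lacking NR2E3 construct; higher means lower luciferase signal from less NR2E3 corepressor binding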
Target sequence (Q9Y5X4 whole entry, looked up, the tested form may be a part): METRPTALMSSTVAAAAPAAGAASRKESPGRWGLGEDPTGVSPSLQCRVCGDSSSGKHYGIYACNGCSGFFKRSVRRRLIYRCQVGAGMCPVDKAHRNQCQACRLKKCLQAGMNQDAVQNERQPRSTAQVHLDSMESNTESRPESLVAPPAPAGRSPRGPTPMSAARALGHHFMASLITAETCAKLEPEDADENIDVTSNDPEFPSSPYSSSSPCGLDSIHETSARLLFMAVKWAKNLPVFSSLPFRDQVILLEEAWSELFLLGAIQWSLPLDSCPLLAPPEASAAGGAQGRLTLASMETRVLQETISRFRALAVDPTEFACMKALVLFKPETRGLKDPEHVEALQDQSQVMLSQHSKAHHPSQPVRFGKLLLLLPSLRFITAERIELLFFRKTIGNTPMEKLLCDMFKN
HIF-2a block: HIF-2a reporter inhibitors, primary screen, luminescence, 786-0 RCC cells | AID 624352, 2012 | 786-0 RCC cells HIF-2a reporter, luciferase luminescence, overnight | inhibition, % at 18.8 µM | hit rate 0.72% among 360,000;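 active = inhibition of the luminescence signal of 40% or more relative to plate controls, in a single-dose primary screen at 18.75 µM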
TROY NFkB inh: inhibitors of TROY-driven NF-kB signaling, primary screen, Q293 LMP1-TROYcd cells, NF-kB luciferase, uHTS. Q293 LMP1-TROYcd NF-kB luciferase reporter, 4 h. inhibition, % at 10 µM. hit rate 0.98% among 360,000. AID 1347056, 2019;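 active = compounds whose plate-normalised and pattern-corrected inhibition of the luciferase reporter signal at the single screening dose is 50% or more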
C8 TRAIL sens: viability loss with TRAIL in NB7+C8 cells, primary screen, TRAIL sensitizer project, cell-based, ATPlite luminescence; inhibition (viability loss, TRAIL sensitization), % at 10 µM; hit rate 1% among 360,000;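 active = compounds causing at least 50% loss of cell viability in the single-dose screen, relative to plate controls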
MITF TRPM1 inh: inhibitors of MITF-dependent TRPM1 promoter reporter, primary screen, cell-based, SK-MEL-5, single point, luciferase | SK-MEL-5 TRPM1 promoter luciferase, 24 h | AID 488899, 2010 | hit rate 0.83% among 330,000 | inhibition, % at 12.5 µM;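 active = mean inhibition across replicates of 60% or more, whatever share of single replicates reaches that level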; note: values of inactives mirror those of a sister screen read the other way
Peg3 prom inh: Peg3 promoter-driven luciferase inhibitors, primary screen, cell-based, HeLa, luciferase luminescence | hit rate 1.7% among 360,000 | inhibition, % at 20 µM | HeLa PEG-Prom luciferase reporter, overnight;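 active = inhibition of at least 50% at 20 µM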
NR2E3 ag-2: inhibitors of NR2E3-RetCOR corepressor binding, primary screen, NR2E3 agonist project, biochemical, TR-FRET, GST-NR2E3, biotin-RetCOR; hit rate 0.12% among 320,000; Photoreceptor-specific nuclear receptor (Homo sapiens), Q9Y5X4; AID 2300, 2010; 1536-well; inhibition of corepressor binding, % at 4.78 µM;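 active = percent inhibition above the cutoff of mean plus 3 SD of all tested compounds, set per screening campaign, cut at about 20% in these data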;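 note: 0% = DMSO wells and 100% = biotin wells as full block of FRET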
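Material: NR2E3–RetCOR corepressor complex / Amount: 1.35 nM GST-NR2E3 / Medium: Tris pH 7.5 / Compound: single nominal compound dose of 4.8 µM / Incubation: 5 h at 4 °C / Technique: TR-FRET, Eu(K)-anti-GST donor, streptavidin-D2 acceptor, ex 340, em 617/671 nm / Read-out basis: percent loss of FRET ratio relative to control wells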
Numbers without * were called inactive; / = no result given.

SMILES	TWEAK Fn14 block	CF NFkB inh	Shn3 inh set2	KKLEB tox	NR2E3 ag-1	HIF-2a block	TROY NFkB inh	C8 TRAIL sens	MITF TRPM1 inh	Peg3 prom inh	NR2E3 ag-2
CSCCC(NS(=O)(=O)c1ccccc1F)C(=O)OCc1ccccc1Cl (stereo unspecified)	19.0	2.1	23.8	2.4	-6.6	8.1	-3.1	-7.3	2.4	18.7	-0.5
Cc1ccc(NC(=O)CN(C)C(=O)CCC(=O)N2CCOCC2)cc1	0.3	7.5	-7.8	10.1	1.6	9.3	-8.3	-2.8	7.0	0.3	1.9
Cc1ccc(S(=O)(=O)N(CC(=O)NCc2ccncc2)Cc2ccc(F)cc2)cc1	8.5	-16.7	42.2	10.7	-8.1	-4.2	1.1	-19.0	5.3	5.7	4.0
O=C(CCc1nnc2ccc(N3CCCCC3)nn12)NCC1CCN(Cc2ccc(F)cc2)CC1	-5.0	-20.5	-5.4	9.9	-3.5	15.4	-9.7	-4.4	-6.6	3.3	-0.6
O=C(CN1CCN(c2ccccc2F)CC1)N1N=CCC1c1ccccc1 (stereo unspecified)	30.2	-3.1	10.7	-0.3	27.8	2.6	8.1	-7.4	1.6	4.5	3.5
N#Cc1ccccc1NC(=O)COC(=O)c1ccc(S(=O)(=O)N2CCCC2)cc1	-0.1	-9.3	3.0	0.3	3.6	7.2	-8.2	1.8	10.0	10.0	-2.0
Cc1cccc(N=NC(=S)NNc2cccc(C)c2)c1	2.5	28.7	-67.4	-28.9	-137.2	-233.0	16.5	-2.7	-28.9	-262.2	/
COc1c(Cl)cc(Cl)cc1C(=O)Nc1ccc(NC(=O)c2cccs2)cc1	30.3	-21.2	15.9	-0.1	-3.3	0.7	25.8	5.4	-1.7	11.3	1.9
CC1(C(=O)NS(=O)(=O)C2CC2)CCCN(C(=O)c2cccs2)C1 (stereo unspecified)	-39.1	-4.3	-10.7	-3.1	-10.3	1.1	-12.7	-4.6	/	0.3	/
CCOc1ccc2nc(SCC(=O)N3c4ccccc4Sc4ccccc43)sc2c1	27.9	-2.9	7.9	-0.7	5.0	11.3	-7.5	-7.5	11.4	17.4	-0.4
CCOC(=O)N1CCN(Cc2nc(-c3ccc(C)cc3)no2)CC1	12.9	-5.6	6.5	9.7	-23.6	-14.1	-7.8	-1.2	10.8	-1.0	-0.2
CCOCCCNC(=O)CN1CCN(c2ccc(F)cc2)CC1	-20.0	-9.9	8.4	-0.1	1.1	3.0	-2.7	2.3	5.8	14.2	1.7
O=C(O)c1ccccc1NC(c1ccccc1)c1ccc2cccnc2c1O (stereo unspecified)	-19.5	-0.2	-1.5	-8.3	-10.7	16.2	-1.6	-2.6	3.7	40.6	/
C=CCC1(O)C(=O)N2C(=C1C(=O)OCC)c1ccc3ccccc3c1CC2(C)C (stereo unspecified)	-9.2	-14.7	0.1	5.6	6.0	24.1	4.1	-1.5	11.4	22.3	2.0
CSCCC(NC(=O)C1CCCC1)c1nnc2ccccn12 (stereo unspecified)	-6.3	-6.2	-7.4	7.3	-10.8	6.5	22.6	-2.4	10.1	3.6	1.7
O=C1NCC(COc2ccc(Cl)cc2)O1 (stereo unspecified)	-9.3	7.1	13.0	7.4	2.5	11.8	-8.3	-2.0	4.2	2.0	-1.1
COc1ccc(/C=C2\NC(=S)N(CC3CCCO3)C2=O)c(OC)c1C (stereo unspecified)	11.5	-14.9	2.8	13.5	-25.3	0.1	-15.9	-6.4	13.4	-3.7	-0.6
CC1Cc2ccccc2N1CC(=O)NCc1ccc2c(c1)OCO2 (stereo unspecified)	12.2	-5.9	1.1	-9.5	-11.8	10.4	2.2	-8.9	11.6	25.5	0.9
COc1ccccc1NS(=O)(=O)c1cc(N/C(=N/S(=O)(=O)c2ccccc2)c2ccc(F)cc2)ccc1Cl	16.5	-37.2	13.6	12.1	-29.0	7.5	6.4	-24.4	/	7.2	/
Cc1ccc2nc(-c3ccco3)c(Cc3ccccc3)n2c1	2.9	16.3	-40.5	-5.8	-36.8	-248.6	-6.3	3.9	/	-154.2	/
COc1ccc(S(=O)(=O)Nc2ccc(NC(C)=O)cc2)cc1OC	2.0	13.0	16.8	4.6	3.4	-9.2	18.5	7.2	9.2	1.6	1.4
O=[N+]([O-])c1c(NCCO)cc(N2CCC3(CC2)OCCO3)c2nonc12	-0.4	-5.1	-7.3	5.6	-9.0	23.0	1.9	-6.3	15.3	14.0	-1.4
CC(C)(C)C1=NN(c2ccc([N+](=O)[O-])cc2)C(c2ccccc2)C1 (stereo unspecified)	-22.9	5.6	-5.5	-5.6	7.0	4.9	4.3	0.0	-7.9	5.7	5.1
CCC1C(=O)Nc2nc(-c3ccccc3)c(-c3ccccc3)n2N=C1C (stereo unspecified)	0.4	-14.7	-11.4	2.4	-19.9	18.7	0.1	-4.2	18.0	8.5	-1.5
NC(=O)CC(NC(=O)c1cccc(Br)c1)c1ccc(N2CCN(c3ccccn3)CC2)c([N+](=O)[O-])c1 (stereo unspecified)	-2.2	-19.4	65.1	-13.5	-26.5	81.4*	-5.7	-7.1	-1.2	18.3	0.3
CCOCc1nnc(NC(=O)C2CCN(C(=O)c3ccco3)CC2)s1	13.2	0.2	-2.3	-9.3	-1.0	14.4	2.2	-11.1	3.6	6.2	7.0
Cn1c(=O)c(C(=O)NCc2ccccc2)c(O)c2ccccc21	-21.4	-21.4	-33.8	3.5	-17.9	-193.2	-40.7	4.8	-36.1	-146.1	-0.4
CCN1CCN(C(C(=O)NC2CCCCC2)c2ccc(Cl)cc2)CC1 (stereo unspecified)	-5.6	-10.4	-9.2	-3.0	1.1	18.4	22.6	3.1	-2.0	1.7	0.5
CN(C)CCCN(C(=O)c1ccc(S(=O)(=O)N2CCc3ccccc32)cc1)c1nc2ccc(F)cc2s1	-24.0	14.7	-5.7	-0.5	12.8	0.2	-8.0	0.0	28.8	10.9	1.1
CN(C(=O)c1ccc(NC(=O)Cc2cccc(NC(=O)C3CCCN(C(=O)C4CC4)C3)c2)cc1)C1CC1 (stereo unspecified)	5.9	-17.4	-0.8	11.6	1.5	-9.4	-23.7	38.6	-6.5	-43.2	/
O=C(Cc1coc2ccc3ccccc3c12)NC1CCCc2ccccc21 (stereo unspecified)	43.0	11.9	10.1	-0.8	-10.2	27.0	16.5	4.2	2.8	18.6	2.0
Cc1ccc(C2(C)NC(=O)N(CC(=O)Nc3c(C)n(C)n(-c4ccccc4)c3=O)C2=O)cc1 (stereo unspecified)	9.6	18.5	-12.4	3.6	-4.4	15.7	-7.5	-19.9	6.7	-1.1	-0.8
CCS(=O)(=O)c1cc([N+](=O)[O-])c(Sc2ccccc2NC(C)=O)s1	61.3*	2.9	-28.5	2.7	-63.8	-84.2	68.4*	-0.4	1.9	-5.3	-3.2
Cc1ccc(OCc2nnc(SCC(=O)c3cccs3)n2-c2ccccc2)cc1C	-1.9	2.5	26.3	4.5	-7.7	2.5	-5.0	-11.4	0.9	14.1	-0.5
CCOc1ccc(NC(=S)N2c3ccccc3CC2C)cc1 (stereo unspecified)	29.0	-7.1	5.2	2.8	11.5	-30.0	22.0	2.5	-8.5	-8.6	-0.7
CSc1cccc(NC(=O)CCc2ccccc2)c1	0.4	12.7	-5.2	-13.6	-0.4	-118.9	-11.0	1.4	-7.6	-67.8	2.4
Cc1ccc(S(=O)(=O)CCC(=O)OCC(=O)NNC(=O)c2ccc([N+](=O)[O-])cc2)cc1	-5.3	11.8	-13.3	6.3	-17.1	0.5	-7.6	-11.4	-0.9	4.2	3.4
CCCC(C)C(=O)NCc1ccc2c(c1)OCO2 (stereo unspecified)	-3.4	-20.0	-4.3	17.6	5.2	-2.1	4.1	-0.1	0.5	-0.6	3.0
CC(NCC1(N2CCOCC2)CCCCC1)C(=O)Nc1ccc(Cl)cc1Cl (stereo unspecified)	-18.9	-8.5	-10.9	0.2	11.0	16.3	15.9	-8.9	3.5	13.8	-2.9
O=C(O)c1ccccc1-n1c(-c2ccccc2)cc2c1CCCC2=O	-9.2	5.2	-27.9	3.8	-17.6	9.1	9.7	-7.4	-9.0	8.8	0.6
CCN(CC(=O)NCc1cccs1)C(=O)COc1ccc(C(C)=O)cc1	5.4	-22.0	3.2	14.8	-13.8	13.6	-8.0	10.6	-0.9	5.0	0.1
Cc1ncc2c(c1OC(=O)c1ccccc1)COC(C)(C)OC2	-2.3	-10.1	2.4	-7.5	-40.9	8.9	-23.8	-9.0	-4.0	3.9	0.5
Cc1c(C(=O)N2CCCCC2)c(S(=O)(=O)NCCc2ccc(S(N)(=O)=O)cc2)c(C)n1C	19.7	11.7	-1.4	-8.0	3.1	4.5	-1.0	-19.7	-4.0	9.6	-1.1
Brc1ccccc1-c1nnc(COc2ncnc3c2cnn3-c2ccccc2)o1	2.2	-16.1	3.4	-0.6	11.9	-9.6	7.5	10.8	11.4	-6.2	1.1
Cc1cnc(NC(=O)C2CC(=O)N(c3cccc(Cl)c3)C2)s1 (stereo unspecified)	43.2	78.1*	-241.9	15.7	86.0*	-197.2	15.4	36.5	-19.1	106.5*	3.6
O=C(Nc1cc([N+](=O)[O-])ccc1Cl)c1cccnc1	17.0	17.5	-3.5	0.7	3.8	10.8	-18.2	-8.6	5.4	0.7	1.9
Cc1ccc(-c2cc(C(=O)NCc3ccccn3)c3ccccc3n2)cc1	-26.2	0.6	-32.7	-1.5	-23.4	-127.7	-30.5	20.7	-26.9	-85.0	-1.4
COc1cccc(C(=O)N2CCN(c3ccccn3)CC2)c1	-24.5	13.4	13.8	0.5	-30.0	12.7	4.6	-10.7	-5.2	9.6	1.8
CC(C)c1ccc(Nc2ccc(C(=O)O)cc2[N+](=O)[O-])cc1	-14.1	1.6	-5.3	-0.3	0.0	-47.5	-12.7	2.0	-4.4	-47.0	1.9
O=c1c2c(nc3nc(SCc4ccccc4)[nH]n13)CCC2	-5.8	9.5	19.3	-5.2	-3.0	4.3	11.9	12.1	-2.6	6.4	-3.1
CS(=O)(=O)N(CC(=O)Nc1cccc([N+](=O)[O-])c1)c1ccccc1F	-2.6	18.1	-1.7	-15.3	0.6	23.3	2.9	-6.0	-2.2	-2.0	5.0

Some of the compounds tested, so the mix of outcomes need not match the whole.
